# Source: PubChem
# Tb PYK inh – T. brucei pyruvate kinase inhibition. Q57TT1. TbPYK enzyme, Kinase-Glo Plus ATP luminescence, 45 min. Potency, µM (top dose mostly 76.8 µM), for the others: at the top dose activity, negative = inhibition, actives largely listed as inhibitors. 410,000 compounds, 0.12% hits; further: nearly all actives have a fitted effect of over 50% in size
#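 Glycolytic pyruvate kinase of T. brucei was incubated with substrate, test compound and 130 uM ADP for 45 minutes at room temperature. Luminescent Kinase-Glo Plus signal was measured after 10 minutes.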
# HCV inh – blocks hepatitis C virus. Huh7.5.1 HCVcc-Cre infection, luciferase reporter, 44 h. Potency, µM (titrated, usually from 41.8 µM), for the others: top-dose activity change, negative = inhibition, hits mostly inhibitors. 340,000 compounds, 3.4% hits
#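 Whole-lifecycle infectious HCVcc-Cre system; cells 1,000/well, compound then virus (~0.5 moi) added 4 h after plating, 44 h culture. Luciferase read 15 sec following 15 min substrate incubation, room temp.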
# Pf growth 96h – P. falciparum growth inhibition at 96 hours; P. falciparum luciferase reporter growth, 96 h; Potency, µM (doses to about 28.7 µM), for inactives: top-dose activity change, negative = inhibition, actives largely listed as inhibitors; 320,000 compounds, 6.9% hits
#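 Cell-based qHTS: luciferase-tagged P. falciparum in erythrocytes (2% hematocrit, 0.05% parasitemia final) incubated with compounds for 96 hours, 37 C, 5% CO2; luciferase detection reagent then added and luminescence measured.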
# LmPK inh – LmPK (Leishmania mexicana) enzyme inhibition; Q27686; purified LmPK, Kinase-Glo ATP luminescence, 1 h; Potency, µM (doses to about 57.5 µM), for inactives: top-dose activity change, negative = inhibition, actives largely listed as inhibitors; 290,000 compounds, 0.37% hits; AID 1721
# Target sequence (Q27686 whole entry, looked up): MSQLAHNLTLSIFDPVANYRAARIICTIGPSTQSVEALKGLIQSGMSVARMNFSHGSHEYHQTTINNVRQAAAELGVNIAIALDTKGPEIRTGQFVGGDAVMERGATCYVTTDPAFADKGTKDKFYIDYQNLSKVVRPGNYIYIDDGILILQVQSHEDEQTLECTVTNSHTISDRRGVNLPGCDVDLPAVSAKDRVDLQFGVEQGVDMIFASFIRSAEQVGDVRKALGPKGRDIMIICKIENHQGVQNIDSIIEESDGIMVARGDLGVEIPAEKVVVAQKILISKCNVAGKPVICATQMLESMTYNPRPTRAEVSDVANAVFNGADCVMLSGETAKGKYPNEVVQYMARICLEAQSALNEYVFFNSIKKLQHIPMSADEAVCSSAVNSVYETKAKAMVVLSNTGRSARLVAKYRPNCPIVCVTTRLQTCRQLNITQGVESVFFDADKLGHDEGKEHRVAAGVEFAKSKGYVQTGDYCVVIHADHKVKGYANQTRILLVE
#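 Purified LmPK (0.1 nM) with 0.5 mM PEP and 0.1 mM ADP in imidazole buffer pH 7.2 with MgCl2/KCl, 1 h at room temperature. ATP formed was read by luciferase luminescence and normalized to no-enzyme and uninhibited controls.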
# Pf growth 48h – P. falciparum growth inhibition at 48 hours (one generation); 310,000 compounds, 5.9% hits; P. falciparum luciferase growth in erythrocytes, 48 h; AID 504832; Potency, µM (series often up to 28.7 µM), without a hit: at the highest dose activity change, negative = inhibition, usual class: inhibitors
#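 Luminescence readout; reporter = integrated firefly luciferase in P. falciparum. RBC culture at 2% hematocrit, 0.1% parasitemia final, 37 C/5% CO2; decreased signal taken as growth inhibition.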
# Sm TGR block – blocks Schistosoma mansoni thioredoxin glutathione reductase | 360,000 compounds, 3% hits | Potency, µM (doses to about 114 µM), inactives show top-dose activity change, negative = inhibition, usual class: inhibitors | AID 485364 | purified TGR, DTNB reduction, TNB absorbance 405 nm; further: nearly all actives have a fitted effect of over 60% in size
#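 Kinetic colorimetric format: TGR-catalysed, NADPH-driven DTNB reduction monitored via TNB absorbance. Enzyme dispensed at 20 nM; compound exposure 15 min at room temperature before reaction start.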
# * hit, by the source's call; ? = inconclusive; . = not tested or not shown; & = joins results of further samples; [ ] = another dose, or the depositor's remark. The call rests on the fitted dose curve; in most records, active means well fitted curve in the direction sought with a large enough effect; inconclusive means small, poorly fitted or top-dose-only effect, or another doubt; inactive means no such curve, though single readings can be large; an effect the other way counts as inactive or inconclusive. On the % scale 0 is the no-effect control and ±100 the full control effect; potency means the concentration at half of the fitted maximal effect.
compound	Tb PYK inh	HCV inh	Pf growth 96h	LmPK inh	Pf growth 48h	Sm TGR block
COc1ccc(-n2c(SCC(=O)N3CCCCC3)nnc2-c2cccnc2)cc1	2%	-1%	-11%	8%	-3%	-23%
COC(=O)Nc1sc2c(c1C(=O)N1CCOCC1)CCC(C)C2 (stereo not given)	-1%	?	-24%	-10%	0%	45µM*
COC(=O)CN(C#N)c1nc(C)cc(C)n1	8%	10%	?	-3%	10%	-4%
COc1ccc(CNS(=O)(=O)c2ccc(S(=O)(=O)N3CCCCC3)cc2)cc1	-3%	7%	-16%	0%	16%	0%
Cc1ccc(/C=N/NC(=O)c2c[nH]c3ccccc23)o1	4%	-19%	?	0%	.	-24%
COc1ccc(NC(=O)/C(=C\c2cccs2)NC(=O)c2ccco2)cc1	7%	2%	?	0%	0%	.
CCOc1ccc(N/N=C(/C#N)C(N)=O)cc1	0%	21%	42%[activator]	-6%	74%[activator]	0%
CCOC(=O)c1c(C)oc2ccc(OC(=O)COc3c(F)c(F)c(F)c(F)c3F)cc12	2%	?	1%	0%	16%	-2%
O=c1nccc(SCc2ccc(Cl)cc2Cl)[nH]1	-6%	2%	21%	9%	1%	-1%
CC1Nc2ncnc(N3CCN(c4ccccn4)CC3)c2N(Cc2ccccc2)C1=O (stereo not given)	1%	33%[activator]	2.6µM*	.	12µM*	-31%
CCOc1ccccc1NC(=O)CSc1nc2[nH]ncc2c(=O)[nH]1	-5%	21%	4%	.	?	4%
Cc1nc(-c2ccc(F)cc2)c(CC(=O)N2CCN(S(=O)(=O)c3cccc([N+](=O)[O-])c3)CC2)s1	1%	?	12µM*	.	9.3µM*	-8%
Cn1c(/N=C/c2cccs2)nc2ccccc21	-14%	2%	21%	14µM*	1%	0%
COc1ccc(S(=O)(=O)N2CCOCC2)cc1NC(=O)CSc1ccccc1	1%	.	9%	0%	-6%	-1%
CC(=O)N(Cc1cc2cc(C)c(C)cc2n2nnnc12)CC1COCCO1 (stereo not given)	-9%	-4%	2.9µM*	-6%	33%[activator]	5%
CCN(CC)S(=O)(=O)c1cccc(NC(=O)CNC2CCCCCC2)c1	-11%	?	-14%	0%	-7%	8%
Cc1ncc(CN2CCCC(C(=O)Nc3ccc(-c4ccco4)cc3)C2)cn1 (stereo not given)	-9%	-19%	-27%	-11%	-18%	45µM*
C=C(C)[C@@H]1CC[C@]2(C(=O)O)CC[C@]3(C)C(CCC4[C@@]5(C)CC[C@H](O)C(C)(C)C5CC[C@]43C)C12 (stereo not given in full)	3%	11%	?	-4%	?	-14%
CCCN(CCC)CCCNC(=O)c1cn(CC)c2ccc(S(=O)(=O)N(C)C3CCCCC3)cc2c1=O	0%&7%	?	10µM*	5%	9.3µM*	-18%&11%
Cc1cc(C(F)(F)F)n2nc(-c3cnn(C)c3C(F)(F)F)c(Br)c2n1	1%	-22%	?	1%	?	7%
CCc1ccc(NC(=S)N(CCN(C)C)C(C)c2ccncc2)cc1 (stereo not given)	-2%	2%	?	-2%	10%	3%
COC(=O)c1c(NC(=O)C(C)(C)C)sc2c1CCN(Cc1ccccc1)C2	-2%	-27%	?	2%	?	0%
CCCc1cc(=O)[nH]c(SCc2ccc(C#N)cc2)n1	0%	5%	8%	-1%	23%	1%
COc1ccc(-c2cc3ccccc3oc2=O)cc1NC(=O)c1ccc(Br)o1	-4%	16%&18%	-2%	2%	17%	2%
CC(C)(C)NC(=O)COc1ccc(-c2ccccc2)cc1	3%	12%	36%[activator]	0%	.	-30%
CCCC1=[N+](CC(C)=O)CCn2c(C)ccc21	-15%	-6%	13%	1%	?	28µM*
Cc1ccc(S(=O)(=O)N2CCCC2CNC(=O)C(=O)Nc2ccc(F)cc2F)cc1 (stereo not given)	-8%	0%	?	.	-24%	0%
COc1ccc(/C=C2\SC(=O)N(CCC(=O)Nc3ccc(S(=O)(=O)Nc4nccs4)cc3)C2=O)cc1	-2%	-23%	23%	0%	43%[activator]	2%
O=C(Nc1ccc(Cl)cc1C(=O)NCCN1CCOCC1)c1ccc(Cl)cc1Cl	8%	-22%	15%	1%	.	-6%
CCOc1ccc(Br)cc1S(=O)(=O)N1CCC(C(=O)O)CC1	6%	7%	-3%	11%	-10%	1%

# Quoted at random: two compounds from above.
compound	Tb PYK inh	HCV inh	Pf growth 96h	LmPK inh	Pf growth 48h	Sm TGR block
C=C(C)[C@@H]1CC[C@]2(C(=O)O)CC[C@]3(C)C(CCC4[C@@]5(C)CC[C@H](O)C(C)(C)C5CC[C@]43C)C12 (stereo not given in full)	3%	11%	?	-4%	?	-14%
CCCC1=[N+](CC(C)=O)CCn2c(C)ccc21	-15%	-6%	13%	1%	?	28µM*

# Next part
compound	Tb PYK inh	HCV inh	Pf growth 96h	LmPK inh	Pf growth 48h	Sm TGR block
S=C(c1ccc(-c2cc(Cl)ccc2Cl)o1)N1CCOCC1	8%	-8%	50%[activator]	-11%	?	-16%
COc1ccc(NC(=O)CCCN2C(=O)C3CC=CCC3C2=O)cc1 (stereo not given)	-4%	.	10µM*	1%	13%	-20%
Clc1ccc(COc2ccccn2)cc1Cl	0%	0%	31%[activator]	5%	-4%	-15%
Cc1nc(NC(C)(C)CO)c([N+](=O)[O-])cc1[N+](=O)[O-]	-7%	-11%	0%	0%	0%	0%
COc1ccc(-n2nnnc2-c2cccc(OC)c2)cc1	0%	?	13%	-5%	-25%	0%
COc1ccc(-n2nc(C(=O)NCC(=O)NC3CCCC(C)C3C)c3ccccc3c2=O)cc1 (stereo not given)	-21%	?	-3%	-2%	?	0%
CCOc1ccccc1-n1nnnc1SCC(=O)NC(=O)NCc1ccco1	2%	?	-29%	-8%	?	45µM*
COc1ccc(CNCCc2ccc(Cl)cc2Cl)cc1	1%	29%	5.9µM*	-1%	7%	-6%
O=C(OCCc1cc2ccccc2c(=O)o1)c1cccs1	-1%	-7%	18%	.	35%[activator]	3%
O=C(Nc1ccccc1)NC1CCCCC1	-4%	-10%	45%[activator]	4%	.	-14%
C/C(=N/NC(N)=S)c1cc2ccc(O)cc2oc1=O	-14%	-6%	0.83µM*	-13%	?	-11%
CCN(CC)c1nc(-c2ccccc2)nc2c1sc(=S)n2CC	0%	-2%	236%[activator]	5%	?	5%
CCOc1ccc(C2C(C(C)=O)=C(O)C(=O)N2CCc2c[nH]c3ccccc23)cc1 (stereo not given)	-2%	7%	-8%	4%	11%	-10%
NC(=O)c1cccnc1Nc1cccc([N+](=O)[O-])c1	-4%	-8%	160%[activator]	-2%	95%[activator]	4%
CCOC(=O)C1CCCN(C(=O)c2ccccc2Oc2ccccc2)C1 (stereo not given)	-4%	15%	1.3µM*	3%	-17%	-11%
CCCn1c(SCC(=O)N2CCc3ccccc3C2)nc2c1c(=O)n(C)c(=O)n2C	0%	5%&1%	-1%	1%	-22%	0%
CCCn1c(=O)n(C)c(=O)c2c(SCC(=O)NCC(c3ccccc3)N(C)C)nc(CC(C)C)nc21 (stereo not given)	1%	?	?	-3%	?	-1%
CCOc1ccccc1N1CCN(C(=O)c2c(C)noc2C)CC1	1%	9%	.	-3%	-1%	-6%
COC(=O)c1cccc(NC(=S)Nc2cccc(Cl)c2Cl)c1	-4%	1%	?	-1%	44%[activator]	45µM*
Clc1ccccc1OCc1nc(-c2ccccn2)no1	-3%	?	.	?	293%[activator]	-2%
CN(C)S(=O)(=O)c1ccc(N2CCCC2)c(C(=O)NNC(=O)COc2ccccc2Cl)c1	0%	-10%	2%	.	33%[activator]	-2%
CCCCNC(=O)CSc1nc2ccc(NC(=O)CSc3nnc(N)s3)cc2s1	-24%	?	?	0%	-14%	9%
NC(Cc1ccccc1)c1nc2ccccc2[nH]1 (stereo not given)	3%	12%	28%	0%	32%[activator]	6%
CCOc1ccc(CC(=O)C2C(=O)CCCC2=O)cc1OCC	-18%	-1%	.	2%	28%	32µM*
CCCCN(C(=O)c1ccc(-c2ccc(Cl)cc2)o1)c1c(N)n(CCCC)c(=O)[nH]c1=O	2%	-25%	?	.	?	-5%
O=C(COc1ccccc1[N+](=O)[O-])N/N=C/c1ccccn1	2%	6%	101%[activator]	1%	145%[activator]	-9%
Cc1cc(C)cc(NC(=O)CCNS(=O)(=O)c2cc(Br)cnc2N)c1	-1%	8%	?	3%	3%	-25%
NC(=O)c1nsc(C(=O)N(CC(=O)NC2CCCCC2)c2cccc(F)c2)c1N	-14%	-1%	45%[activator]	3%	?	1%
COc1ccccc1/C=C/C(=O)OCC(=O)c1cc(C)n(C)c1C	3%	?	31%[activator]	.	6%	-16%
Oc1ccc(/C=N/n2cnn(Cc3ccccc3Cl)c2=S)c(O)c1	-21%	23%	6%	-3%	19%	4%

# Filtered by structure: those above with bromine.
compound	Tb PYK inh	HCV inh	Pf growth 96h	LmPK inh	Pf growth 48h	Sm TGR block
Cc1cc(C(F)(F)F)n2nc(-c3cnn(C)c3C(F)(F)F)c(Br)c2n1	1%	-22%	?	1%	?	7%
COc1ccc(-c2cc3ccccc3oc2=O)cc1NC(=O)c1ccc(Br)o1	-4%	16%&18%	-2%	2%	17%	2%
CCOc1ccc(Br)cc1S(=O)(=O)N1CCC(C(=O)O)CC1	6%	7%	-3%	11%	-10%	1%
Cc1cc(C)cc(NC(=O)CCNS(=O)(=O)c2cc(Br)cnc2N)c1	-1%	8%	?	3%	3%	-25%

# (more compounds)
compound	Tb PYK inh	HCV inh	Pf growth 96h	LmPK inh	Pf growth 48h	Sm TGR block
COc1ccc(C2C3C(=O)N(Cc4ccccc4)C(=O)C3ON2c2ccccc2)c(OC)c1OC (stereo not given)	-2%	?	?	-2%	?	-19%
Cc1cc(C)cc(N(CC(=O)N/N=C/c2ccncc2)S(=O)(=O)c2ccccc2)c1	-15%	?	-24%	3%	-29%	-1%
Oc1cc(-n2cccn2)c(O)cc1-n1cccn1	-27%	-8%	-1%	-7%	8%	3.5µM*
Cc1cc(NC(=O)COc2ccccc2)n(-c2ccccc2)n1	-1%	-1%	-23%	-10%	-37%	1%
CC(C)(C)c1csc(NC(=O)Cc2cccs2)n1	-3%	4%	-9%	0%	12%	-16%
COc1cc([N+](=O)[O-])cc(/C=N/NC(=O)CSc2ccccn2)c1O	3%	25%	20%	-1%	11%	-12%
N#CC1(NC(=O)Cn2cc(C(F)(F)F)ccc2=O)CCCC1	-1%	8%	-9%	.	1%	-7%
COc1ccc2[nH]cc(CCN3C(=O)c4ccc(C(=O)O)cc4C3=O)c2c1	1%	12%	33%[activator]	1%	38%[activator]	3%
CCn1c(SCC(=O)N/N=C/c2ccc(O)c(OC)c2)nc2ccccc21	0%	13%	28%	4%	-11%	-12%
N#CC1=C(N)Oc2n[nH]c(-c3cccnc3)c2C1c1cc(F)ccc1F (stereo not given)	3%	1%	42%[5.75 µM]	-3%	-9%	-2%
COc1ccc(C(=O)Nc2ccc(S(=O)(=O)N3CCCCC3)cc2)cc1	1%	?	.	0%	?	-19%
O=C(COc1cc(F)ccc1[N+](=O)[O-])N1N=C(c2cccs2)CC1c1ccco1 (stereo not given)	1%	-16%	?	.	?	?

# Compound profiles (already shown). Order of screens: Tb PYK inh, HCV inh, Pf growth 96h, LmPK inh, Pf growth 48h, Sm TGR block
# COc1ccc2[nH]cc(CCN3C(=O)c4ccc(C(=O)O)cc4C3=O)c2c1 in the list: 1%, 12%, 33%[activator], 1%, 38%[activator], 3%
# Cc1cc(C)cc(N(CC(=O)N/N=C/c2ccncc2)S(=O)(=O)c2ccccc2)c1 in the list: -15%, ?, -24%, 3%, -29%, -1%
